# RGS4 inh: human RGS4 inhibition | AID 463165 | B-score at 10 µM | P49798 | HEK293 M3R/RGS4 inducible, Fluo-4 calcium flux; active compounds read high; triggered by carbachol at its EC20 | actives 0.45% (n = 310,000);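 active = B-score, a plate-corrected calcium signal, over three deviations above library mean, with baseline fluorescence within five deviations of library mean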;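 note: RGS4 expression induced by doxycycline in cells with stable M3 receptor; B-score is computed from the integrated fluorescence ratio over baseline after carbachol; higher B-score means a larger calcium signal and so more RGS4 inhibition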
# Target sequence (P49798 whole entry, looked up): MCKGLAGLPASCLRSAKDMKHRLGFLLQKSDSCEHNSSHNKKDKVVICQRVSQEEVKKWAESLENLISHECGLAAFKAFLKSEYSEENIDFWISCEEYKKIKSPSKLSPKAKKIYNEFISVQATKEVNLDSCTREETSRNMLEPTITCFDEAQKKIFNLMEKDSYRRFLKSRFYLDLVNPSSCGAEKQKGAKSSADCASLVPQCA
# GSK3A inh: human GSK-3 alpha kinase inhibition | P49840 | ADP-Glo luminescence, 60 min | inhibition, % at 10 µM | actives 0.1% (n = 320,000);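 in the data active = inhibition above about 50%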;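 note: GST-tagged GSK-3 alpha with peptide substrate and 25 µM ATP; 0% = DMSO neutral wells and 100% = GW8510 positive control wells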
# Dyrk1A ADPGlo: inhibitors of rat Dyrk1A kinase | Q63470 | ADP-Glo luminescence, NFATc1 peptide | inhibition, % at 12.5 µM | actives 0.43% (n = 310,000) | AID 504441; in the data active = inhibition above about 50%;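 note: plate controls were vehicle with enzyme for no effect and no enzyme for full effect; many of its hits are not listed in these tables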
# KCNK9 block: inhibitors of human KCNK9 two-pore domain potassium channel | Q9NPC2 | HEK293 KCNK9, FluxOR thallium flux fluorescence; active compounds read low | B-score at 10 µM | actives 1.2% (n = 310,000) | AID 488922;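 active = ratio B-score over 3 SD below the library mean, with starting fluorescence within 5 SD of its mean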;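 note: negative B-score means less thallium flux so channel inhibition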
# Target sequence (Q9NPC2 whole entry, looked up, the tested form may be a part): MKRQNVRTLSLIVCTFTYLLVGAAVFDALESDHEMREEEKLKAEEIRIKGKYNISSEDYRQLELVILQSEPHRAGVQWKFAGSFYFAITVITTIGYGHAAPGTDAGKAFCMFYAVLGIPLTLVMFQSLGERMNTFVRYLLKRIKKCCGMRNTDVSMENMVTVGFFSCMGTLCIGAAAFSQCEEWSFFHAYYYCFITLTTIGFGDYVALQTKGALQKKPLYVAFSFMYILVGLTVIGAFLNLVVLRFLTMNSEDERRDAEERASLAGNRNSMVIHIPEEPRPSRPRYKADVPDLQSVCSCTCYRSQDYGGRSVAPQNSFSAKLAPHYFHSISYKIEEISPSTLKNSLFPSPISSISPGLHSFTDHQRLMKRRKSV
# KCNQ1 inh: blocks the human KCNQ1 potassium channel | B-score at 10 µM | P51787 | AID 2642 | CHO-K1 KCNQ1, FluxOR thallium flux fluorescence; active compounds read high | actives 1.3% (n = 310,000);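 active = compounds whose thallium flux B-score, printed positive for inhibition, exceeds three library SD while starting fluorescence stays within three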;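 note: channel opened by potassium depolarization with thallium stimulus after 20 min compound exposure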
# RGS4 act: potentiators or activators of RGS4. AID 463111. actives 0.92% (n = 310,000). B-score at 10 µM. HEK293 M3R/inducible RGS4, carbachol calcium flux Fluo4; active compounds read low;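 active = B-score of the integrated calcium signal more than 4 SD below the library mean, with starting fluorescence not abnormally high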;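 note: negative B-score means reduced calcium response which marks RGS4 activation or potentiation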
#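 test system = HEK293 cells with stable M3R and inducible RGS4 | schedule = recording 10 s baseline at 1 Hz, 100 s post-agonist | technique = Fluo4-AM (2 µM) calcium-flux fluorescence, kinetic read | measure = Agonist-evoked peak-minus-minimum fluorescence over baseline, integrated ratio, B score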
# KCNQ1 act: potentiators or activators of human KCNQ1 potassium channel; P51787; B-score at 10 µM; actives 0.35% (n = 310,000); AID 2648; CHO-K1 KCNQ1, thallium flux FluxOR fluorescence; active compounds read high;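 active = fluorescence ratio B-score, a plate-corrected score, at least three library SD, with initial intensity B-score within 5 SD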
#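 assay system = KCNQ1-transfected CHO-K1 cells | medium = assay buffer with matched DMSO | probe or stimulus = depolarizing K+/Tl+ stimulus, K2SO4 and Tl2SO4 each 12.5 mM in 5x stock | dosing = single dose | incubation = dye 90 min, compound 20 min, room temperature | detection = kinetic FluxOR fluorescence, 10 s baseline plus 110 s post-stimulus | evaluation = ratio B score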
# GSK3beta inhib: inhibitors of human GSK3beta kinase. activity score (negative = inhibition), % at 10 µM. actives 0.038% (n = 300,000). GST-GSK3beta kinase, ADP-Glo luminescence, 60 min; active compounds read low. AID 2097. P49841;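 active = more than half of replicate wells score below -50%, meaning over 50% inhibition versus plate controls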;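 note: 0% = median DMSO wells and -100% = median GW8510 positive control wells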
# Target sequence (P49841 whole entry, looked up): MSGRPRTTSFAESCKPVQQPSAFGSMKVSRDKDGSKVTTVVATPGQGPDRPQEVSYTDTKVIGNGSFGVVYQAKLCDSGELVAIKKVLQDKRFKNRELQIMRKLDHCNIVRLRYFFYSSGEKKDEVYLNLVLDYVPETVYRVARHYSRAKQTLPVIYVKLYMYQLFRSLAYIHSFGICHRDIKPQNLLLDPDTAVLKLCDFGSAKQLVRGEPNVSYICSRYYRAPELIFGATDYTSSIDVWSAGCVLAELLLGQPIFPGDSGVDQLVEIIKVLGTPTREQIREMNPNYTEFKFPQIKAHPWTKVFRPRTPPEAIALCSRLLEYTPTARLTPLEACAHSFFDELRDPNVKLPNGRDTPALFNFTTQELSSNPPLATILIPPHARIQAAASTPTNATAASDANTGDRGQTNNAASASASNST
#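 test system = GST-tagged human GSK3beta kinase, cell-free | reagent = 25 µM ATP with peptide substrate | dosing = one dose of 10 µM per compound | schedule = 60 min reaction, RT | detection = luminescent ADP-Glo measurement of ADP formed | control set = DMSO neutral wells and GW8510 at 20 µM as positive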
# KCNK3 inh: human KCNK3 channel inhibition, primary screen. O14649. CHO-KCNK3 thallium flux, FluxOR fluorescence; active compounds read low. B-score at 10 µM. actives 0.84% (n = 340,000);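 active = B-score under library mean minus 4 SD, starting fluorescence ratio at most library mean plus 5 SD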;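 note: more negative B-score means stronger inhibition of thallium flux through KCNK3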
# hERG protect: hERG (human) protection from proarrhythmic block; Q12809; CHO-hERG, FluxOR thallium flux, dofetilide IC70 present; activation (rescue from dofetilide block), less the hit threshold, % at 10 µM; actives 0.51% (n = 310,000);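 active = activation above the mean of controls blocked by dofetilide plus 5 SD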;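 note: thallium influx through hERG after potassium depolarization seen as dye fluorescence rise; in these data hits start at about 4.7%; inactives centre near -7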
# PolyA inhibitor: yeast polyadenylation inhibition; calls only at 12 µM; S. cerevisiae SKY197-pL101 polyadenylation reporter, beta-gal luminescence; efflux-impaired pdr1/pdr3 knockout yeast; score 100 = 6 SD above DMSO; actives 0.02% (n = 300,000);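 active = lowest replicate activity score at least 50, where 100 means six control SD above control mean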;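 note: yeast exposed to compound for 9 h at 30 °C; higher score means more reporter readthrough which indicates perturbed polyadenylation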
# Starred values were filed as active, the others as inactive; i = inactive; · = no result given. Only part of the results is shown (hit frequency here may not be typical).
SMILES,RGS4 inh,GSK3A inh,Dyrk1A ADPGlo,KCNK9 block,KCNQ1 inh,RGS4 act,KCNQ1 act,GSK3beta inhib,KCNK3 inh,hERG protect,PolyA inhibitor
O=C(COC(=O)c1ccc(-c2ccc([N+](=O)[O-])cc2)o1)NC(=O)NC1CCCCC1,i,1,4,i,i,-7*,i,-6,i,-5,i
COc1ccccc1/C=N/NC(=O)c1ccc(C)nc1,i,0,·,i,i,i,i,-14,i,-11,i
Cc1[nH]n(-c2ccc([N+](=O)[O-])cc2)c(=O)c1C=NCCc1ccc(S(N)(=O)=O)cc1,i,1,-1,i,i,i,i,0,i,-4,i
O=C(NCc1ccco1)C(=O)NCC1OCCN1S(=O)(=O)c1ccc(Cl)cc1 (stereo not given),i,-1,-1,i,i,i,i,2,i,-11,i
CCCCNC(=O)c1onc(CSc2cc(C)cc(C)c2)c1C(=O)NCCCC,i,2,-3,i,i,i,i,0,i,-7,i
COc1cc(C(=O)O)nc(OC)n1,i,-5,-3,i,i,i,i,2,i,-9,i
O=C1NCCN1C(=O)c1ccco1,i,-6,-1,i,i,i,i,3,i,-4,i
Cc1ccc2nccc(C(=O)N3CCCC(Nc4ccc(F)cc4)C3)c2c1 (stereo not given),i,1,10,i,i,i,i,2,i,-9,i
CCn1c(COc2cccc(C)c2C)nnc1SCC(=O)N1CCN(c2ccc(OC)cc2)CC1,i,-2,1,i,i,i,i,-1,i,-7,i
COC(=O)c1cc(NC(=O)c2cc(C(C)(C)C)nn2Cc2ccc(F)cc2)ccc1N1CCOCC1,i,-1,11,i,i,i,i,3,i,-10,i
CCOCCCNC(=S)NCCCNc1nc2cc3c(cc2cc1C#N)OCO3,i,4,·,i,i,i,i,0,i,1,i
COc1ccc(Oc2nc(C)cc(C)c2S(C)(=O)=O)cc1,i,-1,0,i,i,i,i,-1,i,-10,i
CC1C2=C(CC(C)(C)CC2=O)NC2=C1C(=O)CC(C)(C)C2,i,-1,2,i,i,i,i,1,i,0,i
Cc1occc1C(=O)NNC(=O)c1ccccc1C(=O)O,i,1,-8,i,i,i,i,-1,i,-1,i
Cc1[nH]c(=O)c(C#N)c(C)c1CCC(=O)N(C)CC(=O)Nc1ccc(Cl)c(Cl)c1,i,-2,-7,i,i,i,i,2,i,-8,i
C=CCN(CC=C)S(=O)(=O)c1ccc(F)cc1,i,0,-1,i,i,i,i,1,i,-10,i
COC(=O)c1ccccc1N=Nc1c(C)[nH][nH]c1=O,i,-1,20,i,i,i,i,0,i,-6,i
COc1ccc(Cl)cc1-c1nc(N)nc(NC2CCCCC2)n1,i,2,-3,i,i,i,i,2,i,-4,i
COc1cc(NC(=O)c2ccc(S(=O)(=O)N(C)C)cc2)cc(OC)c1OC,i,-3,-1,i,i,i,i,4,i,-8,i
Cc1c(C)n(C)c2ccc(C(=O)NCCCN(C)C3CCCCC3)cc12,i,0,-6,i,i,i,i,22,i,-7,i
C=CCNC(=O)c1cc2c(=O)c3ccccc3oc2nc1C,i,1,4,i,i,i,i,3,i,-6,i
CC(=O)Nc1ccc2[nH]c3ccccc3c2c1,i,-3,17,i,i,i,i,-4,i,-1,i
CC[C@@]12C(=O)N(c3ccc(C)cc3)C(=O)N1[C@H](c1ccc(Br)cc1)[C@@H]1C(=O)N(C(C)(C)C)C(=O)[C@@H]12,i,-1,3,i,i,i,i,0,i,-9,i
O=C(NC1CCCN(c2ccc(C(F)(F)F)cn2)C1)c1cc(Cl)ccc1F (stereo not given),i,-1,6,i,i,i,i,1,i,-5,i
O=C(CCl)Nc1cc(S(=O)(=O)N2CCOCC2)ccc1N1CCOCC1,i,-1,-1,i,i,i,i,-1,i,-4,i
Cc1cccc(NC(=O)CCC(=O)N/N=C/c2ccncc2)c1,i,0,9,i,i,i,i,-3,i,-8,i
Cc1cccc(-c2n[nH]c(=S)n2C)c1,i,1,1,i,i,i,i,4,i,-5,i
C/C(=N\NC(=O)c1cc(O)ccc1O)c1cccc(NC(=O)c2ccc(Cl)cc2)c1,i,-3,10,i,i,i,i,2,i,-9,i
Cc1cc(C)n2c(SCC(=O)N(C)C3CCS(=O)(=O)C3)nnc2n1 (stereo not given),i,-1,3,i,i,i,i,1,i,-4,i
CCOC(=O)C1=NNC2(c3ccc(Cl)cc3)C(=O)N(c3cc(C)cc(C)c3)C(=O)C12 (stereo not given),i,-1,-27,i,i,i,i,2,i,-8,i
O=S(=O)(Nc1ccc2c(c1)OCCO2)c1ccc(Br)s1,i,-5,·,i,i,i,i,0,i,1,i
CC(Oc1ccc(Cl)cc1Cl)C(=O)Nc1ccc(S(=O)(=O)Nc2cnc3ccccc3n2)cc1 (stereo not given),i,0,·,i,i,i,i,1,·,-7,i
CCOC(=O)C1CCN(Cc2oc(CO)cc(=O)c2O)CC1,i,-1,-1,i,i,i,i,1,i,-6,i
COC(c1ccccc1)c1nnc(CCC(=O)N2CCCCCCC2)o1 (stereo not given),i,2,5,i,i,i,i,2,i,-10,i
O=C(Nc1cc(Br)ccc1O)C1CC(c2c(F)cccc2Cl)=NO1 (stereo not given),i,-2,·,i,i,i,i,3,i,-7,i
CC1(C)Cc2c(sc3c2C2=NCCN2C=N3)CO1,i,4,1,i,i,i,i,2,i,-2,i
CC(C)OCCCNC(=O)CCSc1ccc(Cl)cc1,i,-3,2,i,i,i,i,2,i,-14,i
CCCCCCCCCCOC(=O)c1csc2nnsc12,i,-3,-106,i,i,i,i,1,i,-12,i
Cc1ccccc1Nc1nc(N)nc(CSCc2c(C)noc2C)n1,i,-2,1,i,i,i,i,1,i,-5,i
COc1ccc(S(=O)(=O)N(C)CC(=O)Nc2ccccc2C(F)(F)F)cc1OC,i,-1,10,i,i,i,i,-2,i,-6,i
O=C(Cc1ccc(NC2=NC3CS(=O)(=O)CC3S2)cc1)N1CCN(c2ccc(F)cc2)CC1 (stereo not given),i,0,4,i,i,i,i,-3,i,-5,i
CCOC(=O)NN1C(=O)c2ccccc2NC1c1ccccc1F (stereo not given),i,-6,4,i,i,i,i,-1,i,-15,i
O=C(NCCO)/C(=C\c1cccs1)NC(=O)c1cccs1,i,2,4,i,i,i,i,-5,i,1,i
Cc1cc(=O)oc2c3c(cc(OCC(=O)N4CCC(C(=O)O)CC4)c12)OC(C)(C)CC3,i,1,17,i,i,i,i,0,i,-8,i
CN(C)C(CNC(=O)Cc1cccc(C(F)(F)F)c1)c1ccccc1 (stereo not given),i,1,-6,i,i,i,i,0,i,-3,i
COc1ccc(S(=O)(=O)N2CCC(C(=O)NCCN3CCOCC3)CC2)cc1C,i,-1,-6,i,i,i,i,2,i,-1,i
S=C(c1ccccc1)N1CCN(C(=S)c2ccccc2)CC1,i,-3,4,i,i,i,i,2,i,-3,i
CCOC(=O)c1cc(C(=O)c2cc(Br)ccc2O)coc1=N,i,-1,-1,i,i,i,i,4,i,-9,i
O=c1cc(CSc2ccccc2)nc(-c2ccccc2)[nH]1,i,1,-2,i,i,i,i,-5,i,-4,i
CCN(CC)CCOC(=O)c1ccc(NC(=O)/C=C/c2cccs2)cc1,i,-2,12,i,i,-7.1*,i,-1,i,-6,i

# (listing goes on)
SMILES,RGS4 inh,GSK3A inh,Dyrk1A ADPGlo,KCNK9 block,KCNQ1 inh,RGS4 act,KCNQ1 act,GSK3beta inhib,KCNK3 inh,hERG protect,PolyA inhibitor
CC(C)CCNC(=O)NC(=O)COC(=O)CNC(=O)C1CCCCC1,i,-5,-8,i,i,i,i,2,i,-11,i
Cc1c(Cl)cccc1NC(=O)Cn1cnc(S(=O)(=O)N2CCCC2)c1,i,-1,-2,i,i,i,i,2,i,-7,i
CCc1ccccc1NC(=O)C1C2C=CC(O2)C1C(=O)O (stereo not given),i,0,-3,i,i,i,i,2,i,-7,i
COC(=O)CCC(=O)N1CCCC(CNS(=O)(=O)c2ccc(OC)cc2)C1 (stereo not given),i,-1,-3,i,i,i,i,0,i,-12,i
C=CCNCC(=O)NN=C(c1ccccc1)c1ccccc1,i,-1,6,i,i,i,i,2,i,-7,i
COc1ccc2cc(C3(C)NC(=O)NC3=O)ccc2c1 (stereo not given),i,0,-3,i,i,i,i,-1,i,0,i
CCCN1CCC(=O)N(CCOc2ccccc2)CC1,i,-2,8,i,i,i,i,2,i,-10,i
CCCN(Cc1ccccc1)C(=S)Nc1ccc(C(C)=O)cc1,i,13,-57,i,i,i,i,1,i,-4,i

# Molecules listed so far containing fluorine:
SMILES,RGS4 inh,GSK3A inh,Dyrk1A ADPGlo,KCNK9 block,KCNQ1 inh,RGS4 act,KCNQ1 act,GSK3beta inhib,KCNK3 inh,hERG protect,PolyA inhibitor
Cc1ccc2nccc(C(=O)N3CCCC(Nc4ccc(F)cc4)C3)c2c1 (stereo not given),i,1,10,i,i,i,i,2,i,-9,i
COC(=O)c1cc(NC(=O)c2cc(C(C)(C)C)nn2Cc2ccc(F)cc2)ccc1N1CCOCC1,i,-1,11,i,i,i,i,3,i,-10,i
C=CCN(CC=C)S(=O)(=O)c1ccc(F)cc1,i,0,-1,i,i,i,i,1,i,-10,i
O=C(NC1CCCN(c2ccc(C(F)(F)F)cn2)C1)c1cc(Cl)ccc1F (stereo not given),i,-1,6,i,i,i,i,1,i,-5,i
O=C(Nc1cc(Br)ccc1O)C1CC(c2c(F)cccc2Cl)=NO1 (stereo not given),i,-2,·,i,i,i,i,3,i,-7,i
COc1ccc(S(=O)(=O)N(C)CC(=O)Nc2ccccc2C(F)(F)F)cc1OC,i,-1,10,i,i,i,i,-2,i,-6,i
O=C(Cc1ccc(NC2=NC3CS(=O)(=O)CC3S2)cc1)N1CCN(c2ccc(F)cc2)CC1 (stereo not given),i,0,4,i,i,i,i,-3,i,-5,i
CCOC(=O)NN1C(=O)c2ccccc2NC1c1ccccc1F (stereo not given),i,-6,4,i,i,i,i,-1,i,-15,i
CN(C)C(CNC(=O)Cc1cccc(C(F)(F)F)c1)c1ccccc1 (stereo not given),i,1,-6,i,i,i,i,0,i,-3,i

# Assay outcomes (PubChem)
